Screens: PubChem, National Center for Advancing Translational Sciences (NCATS)
aSyn rescue = alpha-synuclein toxicity inhibition in yeast. Yeast expressing alpha-synuclein, growth rescue, BacTiter-Glo, 24 h. 0.14% of 370,000 active. Potency, µM (top dose mostly 46.1 µM), inactives show top-dose growth rescue (activation), most hits filed as activators; note: potency is the fitted concentration of half-maximal effect; % of control where 0% means no effect; nearly all actives have a fitted effect of over 65% in size
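Rescue of yeast growth: cells expressing toxic alpha-synuclein, induced in galactose at OD600 0.02, incubated with compound 24 h at 30 C. ATP luminescence quantified growth; inhibitors of toxicity appear as activators.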
KB-V1 MDR tox = KB-V1 MDR subline cytotoxicity | KB-V1 MDR cells viability, CellTiter-Glo, 72 h | Potency, µM (highest dose often 46.1 µM), without a hit: at the highest dose activity change, negative = cytotoxicity, hits mostly cytotoxic | 3.4% of 400,000 active; note: potency is the fitted concentration of half-maximal effect; % is set by controls: 0 for no effect and ±100 for the full control effect; nearly all actives have a fitted effect of over 60% in size
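Compound-treated KB-V1 multidrug-resistant cells, 72 h, 37 degrees C; viability by CellTiter-Glo. Fitted qHTS curves give the values.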
TDP43 rescue = rescues yeast growth from TDP-43 toxicity; 1.8% of 410,000 active; TDP-43 expressing yeast growth rescue, BacTiter-Glo, 24 h; Potency, µM (series often up to 46.1 µM), for inactives: at the highest dose growth rescue (activation), hits mostly activators; note: potency is the fitted concentration of half-maximal effect; % of control where 0% means no effect; nearly all actives have a fitted effect of over 50% in size
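Readout is BacTiter-Glo luminescence of cell growth, so inhibitors register as activators. TDP-43-expressing yeast at OD600=0.02 in galactose medium, after raffinose pregrowth to mid-log, were incubated with compound for 24 hr at 30 deg C.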
GLP1R inv ag = inverse agonists of human GLP-1 receptor | P43220 | HEK293 GLP-1R CRE-luciferase, luminescence, 24 h; GLP-1R form is constitutively active | Potency, µM (titrated, usually from 38.3 µM), for the others: at the top dose activity change, negative = inhibition, most hits filed as inhibitors | 1.6% of 410,000 active | AID 624417; note: potency is the fitted concentration of half-maximal effect; % is set by controls: 0 for no effect and ±100 for the full control effect; nearly all actives have a fitted effect of over 55% in size
Target sequence (P43220 whole entry, looked up): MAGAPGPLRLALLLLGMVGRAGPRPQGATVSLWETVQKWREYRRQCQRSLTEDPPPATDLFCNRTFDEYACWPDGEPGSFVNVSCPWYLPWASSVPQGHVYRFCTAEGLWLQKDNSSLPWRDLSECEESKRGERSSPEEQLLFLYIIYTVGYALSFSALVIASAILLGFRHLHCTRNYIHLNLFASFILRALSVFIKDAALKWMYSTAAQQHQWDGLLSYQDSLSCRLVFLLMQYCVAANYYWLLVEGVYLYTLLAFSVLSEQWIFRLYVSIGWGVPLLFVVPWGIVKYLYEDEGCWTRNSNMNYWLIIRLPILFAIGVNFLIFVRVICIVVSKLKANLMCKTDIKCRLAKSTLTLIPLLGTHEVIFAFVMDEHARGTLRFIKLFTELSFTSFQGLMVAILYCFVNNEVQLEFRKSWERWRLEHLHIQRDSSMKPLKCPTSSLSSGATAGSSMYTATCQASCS
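HEK293 cells stably co-expressing a cAMP-responsive luciferase reporter and constitutively active GLP-1R were seeded, incubated 12 h, then exposed to compounds for 24 h at 37 C. Luminescence was read 12 min after detection reagent; inverse agonists lower signal.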
GLP-1R agonist = activates the human GLP-1 receptor; HEK293 GLP-1R CRE-luciferase, luminescence, 4-6 h; cells express a hypersensitive GLP-1R form; AID 624172; Potency, µM (top dose mostly 45.6 µM), inactives show at the highest dose activation, most hits filed as activators; 0.007% of 380,000 active; P43220; note: potency is the fitted concentration of half-maximal effect; % of control where 0% means no effect
GLP1R cytotox = cytotoxic in the GLP-1 receptor inverse agonist counter-screen; HEK293 cAMP-luciferase reporter cells, luminescence, 24 h; Potency, µM (titrated, usually from 38.3 µM), for the others: at the top dose activity change, negative = inhibition, actives largely listed as inhibitors; 0.13% of 410,000 active; AID 624418;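 note: loss of luciferase light is scored as toxicity; potency is the fitted concentration of half-maximal effect; % is set by controls: 0 for no effect and ±100 for the full control effect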
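A 23 nL compound transfer followed 12 hours of cell culture at 37 deg C; exposure then lasted 24 hr. Luciferase assay detection reagent was dispensed and plates read for luminescence after a 12 min room-temperature wait.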
DRD3 agonist = agonists of human D3 dopamine receptor. P35462. D3R DiscoveRx beta-arrestin cells, luminescence, 90 min. max activation, %. 0.58% of 410,000 active. AID 652048; in the data active = max activation above about 30%; note: 0% is about no effect; mostly tested at two doses, the higher about 12 µM
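Agonist-mode cell screen: cells plated at 1500/well and incubated overnight at 37 °C, then exposed to library compounds for 90 min at 37 °C. Detection reagent was added for 30–60 min at room temperature, and luminescence was read.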
PTHR1 ag = agonists of human PTHR1 parathyroid hormone receptor; Q03431; 0.075% of 410,000 active; HEK293 GP2 PTHR1 cells, GloSensor cAMP luminescence, 1 h; AID 743266; Potency, µM (top dose mostly 115 µM), without a hit: top-dose activation, most hits filed as activators; note: potency is the fitted concentration of half-maximal effect; nearly all actives have a fitted effect of over 55% in size; some results filed as inactive show a strong effect at the top dose; inactives centre near -15; many of its hits are not listed in these tables
Target sequence (Q03431 whole entry, looked up): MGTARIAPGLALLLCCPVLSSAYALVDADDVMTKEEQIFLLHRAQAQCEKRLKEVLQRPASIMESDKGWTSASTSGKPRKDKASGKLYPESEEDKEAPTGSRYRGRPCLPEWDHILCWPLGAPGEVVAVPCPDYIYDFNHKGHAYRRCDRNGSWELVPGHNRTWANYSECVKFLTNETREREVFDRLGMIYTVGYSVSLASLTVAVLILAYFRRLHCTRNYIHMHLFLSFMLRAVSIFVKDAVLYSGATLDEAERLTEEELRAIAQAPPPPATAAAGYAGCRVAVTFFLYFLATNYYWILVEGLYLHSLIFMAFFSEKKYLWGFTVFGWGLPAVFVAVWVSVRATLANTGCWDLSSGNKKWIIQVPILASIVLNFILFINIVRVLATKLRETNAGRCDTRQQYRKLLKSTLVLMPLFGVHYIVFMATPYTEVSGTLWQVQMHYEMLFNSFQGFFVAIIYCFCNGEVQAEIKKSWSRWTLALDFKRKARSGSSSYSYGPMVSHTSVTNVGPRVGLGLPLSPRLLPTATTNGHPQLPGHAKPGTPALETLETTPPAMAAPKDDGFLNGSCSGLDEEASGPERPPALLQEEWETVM
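HEK-293-derived GP2 cells expressing PTHR1 and a GloSensor cAMP reporter, 3,000/well, plated overnight, given luciferin plus IBMX (each 0.5 mM as added) for 1 h at 37 °C, then compound for 1 h at 37 °C. Luminescence was read after 15 min at room temperature.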
DRD3 antagonist = blocks the human D3 dopamine receptor. 2.5% of 360,000 active. P35462. D3R cells, DiscoveRx beta-arrestin luminescence, antagonist mode; stronger effect = lower value. max response, negative = inhibition, %. AID 652054; in the data active = max response below about -50%; inconclusive = no clear call, values can overlap the other calls; note: % is set by controls: 0 for no effect and ±100 for the full control effect; mostly tested at two doses, the higher about 12 µM
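Cells expressing the human receptor were seeded at 1500 cells/well, incubated overnight at 37 degrees C in 5% CO2, then exposed to library compounds with dopamine controls for 90 minutes at 37 degrees C before luminescent detection.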
* marks the source's active call; other numbers are inactive results; i = inactive; ? = inconclusive; . = no result given; [ ] = dose if it differs, or a comment. Unless noted, calls come from the whole dose curve; as a rule, active = well fitted curve in the direction sought with a large enough effect; inconclusive = small, poorly fitted or top-dose-only effect, or another doubt; inactive = no such curve, though single readings can be large; an effect the other way counts as inactive or inconclusive.

Molecule,aSyn rescue,KB-V1 MDR tox,TDP43 rescue,GLP1R inv ag,GLP-1R agonist,GLP1R cytotox,DRD3 agonist,PTHR1 ag,DRD3 antagonist
O=C1NC(=Nc2ccccc2Cl)S/C1=C\c1cccc([N+](=O)[O-])c1,9%,-16%,-13%,?,?,-19%,1,-12%,-12
CC(C)(C)C1CCc2c(sc(NC(=O)c3ccncc3)c2C(N)=O)C1 (stereo not given),8%,12µM*,28%,37%[activator],2%,-11%,29,-18%,37
CNCC/C=C1/c2ccccc2CSc2ccccc21,-6%,-18%,-10%,?,1%,-30%,0,i,-81*
COc1cccc(C(=O)N2N=C(c3ccccn3)CC2(O)C(F)(F)F)c1 (stereo not given),13%,24%,7%,?,-7%,?,-1,-7%,-30
CCOC(=O)N(C)C[C@@H]1OCc2cn(nn2)CCCC(=O)N([C@@H](C)CO)C[C@H]1C,-2%,28%,26%,1%,8%,-11%,7,-24%,22
CCCNC(=O)c1ccc2c(c1)N=C(C)c1c(C)ccc(C)c1S2,21%,?,?,-64%,23%,-31%,-2,i,.
CCN1CCN(CCNC(=O)c2ccc(/C=C3\Sc4ccccc4N(Cc4ccccc4F)C3=O)cc2)CC1,-27%,?,-6%,?,8%,174%[activator],-2,i,2
Cc1ccc(S(=O)(=O)Nc2cc(C)cc(CCNC=O)c2C)cc1,2%,18µM*,-2%,-2%,6%,14%,-12,i,6
COc1ccc(CCC(=O)NCc2ccc3c(c2)CCN3C(=O)c2cccc(C)c2)cc1,.,1%,25µM*,?,.,-26%,15,-3%,.
Cc1cccc(C(=O)N[C@H](C(=O)NCCc2ccc(Cl)cc2)C(C)C)c1,0%,?,-2%,?,13%,4%,-8,i,-16
CC(C)CNC(=O)[C@H]1N2C(=O)c3ccccc3C2SC1(C)C (stereo not given in full),-5%,7%,-17%,-14%,1%,-4%,-1,-14%,2
Cc1ccccc1OCC(=O)OCC(=O)NCCNC(=O)COC(=O)COc1ccccc1C,-1%,0%,-2%,-8%,-6%,13%,2,-4%,-17
CC1CCCC(NC(=S)Nc2cccc(S(=O)(=O)N(C)C)c2)C1C (stereo not given),-1%,6%,2%,?,-4%,5%,10,-12%,-11
CSc1nnc(C)c(=O)n1COC(=O)COc1ccccc1,-1%,2%,-24%,3%,-22%,7%,-2,i,-7
Cc1ccc(-n2c(=O)c3ccc(C(=O)NCc4ccccc4Cl)cc3n(CC(=O)Nc3ccc(C)cc3C)c2=O)cc1,1%,?,7%,14%,6%,-1%,4,-25%,.
CCCc1nnc(NC(=O)CCC(=O)N2CCC(C)CC2)s1,3%,-15%,-4%,19%,3%,0%,-4,i,8
CNC(=S)N1N=C(c2ccc(OC)cc2)CC1c1ccc(Cl)cc1Cl (stereo not given),15%,0%,12%,?,12%,4%,4,-11%,1
Cc1ccc(-c2noc(CSc3nnc(C)n3-c3ccc(C)c(C)c3)n2)cc1,.,-4%,35µM*,?,.,1%,9,-9%,.
Cc1ccc2c(c1)N(CC(=O)N1CCCC1)C(=O)C(C)O2 (stereo not given),12%,10%,10%,15%,1%,2%,0,-1%,13
CCCN1CCN(C(=O)CCc2nnc3ccc(N4CCN(c5cccc(OC)c5)CC4)nn23)CC1,-16%,-6%,11%,14%,-3%,-19%,5,-12%,4
O=C(N/C(=C/c1ccc(Br)cc1)C(=O)N1CCOCC1)c1ccco1,0%,.,-26%,7%,-2%,8%,-7,i,-12
CCOC(=O)c1cccc(N2C(N)=NC(N)=NC2(C)C)c1,-4%,?,-2%,-2%,0%,0%,-5,i,-12
Cc1nc2c(N=Nc3ccccc3F)c(N)nn2c(N)c1C#N,2%,8%,0%,38%[activator],13%,-15%,6,i,16
COc1cccc(/C=C/C(=O)OCC(=O)Nc2cc(C(F)(F)F)ccc2Cl)c1,0%,0%,6%,13%,6%,14%,-8,-3%,-11
O=C(Nc1ccc2c(c1)oc1ccccc12)c1ccc(Br)o1,-4%,-24%,14%,-30%,-17%,-24%,6,-21%,8
COC(=O)c1nc(-c2ccc(C)cc2)[nH]c1C(C)(C)C,25%,0%,-3%,?,3%,10%,-4,-1%,-14
CCNC(=O)COc1ccc(/C=N/NC(=O)c2cccnc2)cc1OC,-2%,22%,-17%[0.397 µM],32%[activator],10%,13%,8,i,22
Cc1ccc2[nH]c(=O)c(-c3noc(CC(C)C)n3)cc2c1,4%,13%,13%,2%,11%,-17%,0,-2%,28
CCN(CCO)c1cc(Cl)nc(SC)n1,6%,0%,12%,0%,-11%,-13%,6,i,16
O=C(Nc1ccc2c(c1)OCCO2)c1cccs1,-40%[inhibitor],12%,-22%,?,7%,-6%,2,-57%[inhibitor],-28
CCOc1ccc(NC(=O)CN(C)C(=O)CN2C(=O)NC3(CCCC3)C2=O)cc1OCC,-8%,2%,-1%,18%,0%,6%,0,i,-21
C=CC[C@@H](CC(=O)N(CCO)Cc1ccccc1)C(=O)NCCOC(=O)[C@@H](CC=C)Cc1ccc(F)cc1,1%,0%,18%,?,1%,-15%,4,-41%[inhibitor],32
CC1=C(C(=O)Nc2ccc(Cl)cc2)C(c2ccccc2F)n2nc(SCc3cccc(Cl)c3)nc2N1 (stereo not given),.,0%,-3%,-6%,0%,-5%,-7,i,.
CC(C)c1ccc(C2c3[nH]c4ccccc4c3C[C@H]3C(=O)N(c4ccccc4C(=O)N4CCC[C@H]4C(=O)O)C(=O)N23)cc1 (stereo not given in full),7%,-3%,13%,-6%,8%,4%,-18,-1%,13
O=C(O)CCC(=O)Nc1ccc(N2CCOCC2)cc1,-4%,-4%,-3%,1%,9%,11%,5,i,0
O=C(COc1ccccc1Cl)Nc1ccc2oc(-c3ccccc3F)nc2c1,.,8%,0%,7%,.,-4%,5,-18%,.
CCCCN(C(=O)COC(=O)C1(c2ccccc2)CC1)c1c(N)n(CCC)c(=O)[nH]c1=O,1%,0%,24%,6%,0%,-2%,3,-2%,6
COc1ccc(CCn2c(=N)c(C(=O)NC3CCCC3)cc3c(=O)n4ccccc4nc32)cc1,-5%,17%,-11%,10%,2%,13%,0,-5%,7
CCN(CC)S(=O)(=O)c1ccc(NC(=O)COC(=O)c2c[nH]c(=O)[nH]c2=O)cc1,-6%,-1%,4%,6%,-2%,-23%,2,i,-12
Cc1[nH]c2ccccc2c1/C=N/NC(=O)c1cccs1,-1%,?,10%,-39%,4%,-2%,-3,-2%,7
C=CC#CC[N+]1(CC#Cc2ccccc2)CCOCC1,-14%,5%,-4%,-4%,6%,20%,-7,-11%,39
Cc1cccc2cc(C(c3nnnn3C(C)(C)C)N3CCN(C(=O)c4ccco4)CC3)c(=O)[nH]c12 (stereo not given),5%,-16%,-2%,0%,-4%,-22%,11,i,16
CCCS(=O)(=O)NC(=O)C1(C)CCN(C(=O)COc2ccccc2)C1 (stereo not given),1%,4%,0%,14%,2%,1%,10,-4%,8
COc1ccc(NC(=O)Nc2cc(NC(=O)Nc3ccc(OC)cc3)c(C)nc2C)cc1,2%,?,27%,7%,-11%,-1%,1,i,14
O=C(Nn1cnnc1)C(c1ccccc1)c1ccccc1,-6%,1%,-6%,12%,-11%,-4%,3,i,9
COc1ccc2oc(C(=O)OCC(=O)N3CCN(S(=O)(=O)c4ccccc4)CC3)c(C)c2c1,0%,?,-3%,3%,16%,-6%,12,-20%,21
CCCC(=O)Nc1ccc(-c2csc(-c3cccnc3)n2)cc1,2%,?,23%,20%,3%,-5%,-1,i,2
O=C(NCc1ccncc1)C1COc2ccccc2O1 (stereo not given),0%,13%,1%,2%,-10%,-3%,-1,-13%,11
CN(Cc1cccnc1)C(=O)CNC(=O)COc1ccccc1,-2%,13%,3%,16%,2%,8%,-10,i,1
CC1Cc2ccccc2N1C(=O)CSc1nnc(Cc2ccccc2)n1CCc1ccccc1 (stereo not given),4%,3.3µM*,?,?,5%,-1%,-14,-30%,1

New compounds follow:
Molecule,aSyn rescue,KB-V1 MDR tox,TDP43 rescue,GLP1R inv ag,GLP-1R agonist,GLP1R cytotox,DRD3 agonist,PTHR1 ag,DRD3 antagonist
COc1ccc(C(CNC(=O)c2cccc(S(=O)(=O)Nc3ccc(F)cc3)c2)N2CCCCC2)cc1 (stereo not given),-4%,12%,4%,?,1%,12%,-24,-21%,-72*
Cn1c(=O)oc2cc(C(=O)c3ccccc3)ccc21,-10%,-22%,-4%,40%[activator],10%,-7%,1,-8%,1
COC(=O)[C@H](c1ccccc1Cl)N1CCc2sccc2C1,0%,-15%,18%,-19%,10%,-4%,-5,-51%[inhibitor],10
COc1cccc(CNc2ccc3[nH]c(=O)[nH]c3c2)c1OCc1ccc(F)cc1,-5%,-18%,-26%,43%[activator],22%,-10%,-12,-35%,-54*
CCn1c(-c2ccccc2)c(C(=O)CCl)c2ccccc21,11µM*,?,0%,?,11%,5%,2,-32%[inhibitor],-20
Cc1cc(N2CCN(C)CC2)nc2ccc(NC(=S)NCc3cccs3)cc12,3%,-10%,12%,1µM*,2%,?,-19,i,-9
O=C(NCc1ccccc1F)c1cccc(S(=O)(=O)N2CCCCC2)c1,-4%,4.1µM*,2%,22%,4%,-5%,-11,i,-28

Complete entries as entered above.
`COC(=O)[C@H](c1ccccc1Cl)N1CCc2sccc2C1` as listed: aSyn rescue = 0%; KB-V1 MDR tox = -15%; TDP43 rescue = 18%; GLP1R inv ag = -19%; GLP-1R agonist = 10%; GLP1R cytotox = -4%; DRD3 agonist = -5; PTHR1 ag = -51%[inhibitor]; DRD3 antagonist = 10
`COc1cccc(CNc2ccc3[nH]c(=O)[nH]c3c2)c1OCc1ccc(F)cc1` as listed: aSyn rescue = -5%; KB-V1 MDR tox = -18%; TDP43 rescue = -26%; GLP1R inv ag = 43%[activator]; GLP-1R agonist = 22%; GLP1R cytotox = -10%; DRD3 agonist = -12; PTHR1 ag = -35%; DRD3 antagonist = -54*

Only part of the results is shown (hit frequency here may not be typical).
